CHO-K1 Ca antag: M1 antagonist counterscreen hit in parental CHO-K1 cells | ATP-induced calcium, Fluo-8 fluorescence | inhibition, % at 3 µM | 360,000 compounds, 0.6% hits | AID 602250;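 active = inhibition above a per-plate cutoff, the plate's mean sample inhibition plus 3 SD, cut at about 24% in these data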;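 note: 0% = DMSO plus EC80 ATP and 100% = DMSO alone without ATP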
M1 antag: blocks human M1 muscarinic receptor; CHO-K1 hM1, Fluo-8 calcium fluorescence, ACh EC80 antagonist; inhibition, % at 3 µM; 360,000 compounds, 1.3% hits;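 active = percent inhibition above its own plate's cutoff, namely the mean of that plate's compound wells plus 3 SD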;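 note: peak over basal fluorescence ratio during 140 s after agonist addition; 0% = ACh EC80 plus DMSO and 100% = DMSO alone without agonist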
M1 ag parental: nonselective activator or artifact in parental CHO-K1 cells. Fluo-8 calcium fluorescence; scaled to maximal ATP response, vehicle zero. activation, % at 3 µM. 360,000 compounds, 0.48% hits; in the data active = activation above about 15%;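 note: untransfected CHO-K1 host cells lacking M1 receptor as counterscreen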
OXTR potentiate: human OXTR potentiation | P30559 | CHO-OTR cells, Fluo-8 calcium fluorescence, potentiator mode; 0% = oxytocin EC15, 100% = EC100 | activation, % at 3 µM | 320,000 compounds, 0.061% hits | AID 2445;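 active = activation above that plate's cutoff, the mean activation of tested compounds plus 3 SD, cut at about 6.6% in these data, passing the limit was not always enough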;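 note: 100% uses oxytocin at 75 nM as the full agonist control; some results filed as inactive read as strong as hits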
Target sequence (P30559 whole entry, looked up): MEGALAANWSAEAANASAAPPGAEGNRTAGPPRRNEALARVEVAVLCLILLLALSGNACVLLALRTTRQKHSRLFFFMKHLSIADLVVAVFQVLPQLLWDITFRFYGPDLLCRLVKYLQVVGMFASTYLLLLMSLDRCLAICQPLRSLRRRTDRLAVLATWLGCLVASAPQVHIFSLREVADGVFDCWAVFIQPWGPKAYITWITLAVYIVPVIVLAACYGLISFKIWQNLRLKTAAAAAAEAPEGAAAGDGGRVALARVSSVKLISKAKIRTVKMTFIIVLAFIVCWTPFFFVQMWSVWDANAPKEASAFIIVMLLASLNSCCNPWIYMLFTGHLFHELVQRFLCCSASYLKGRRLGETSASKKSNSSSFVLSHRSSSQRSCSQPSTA
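Assay system: CHO-OTR cells, human receptor / Also added: oxytocin at about EC15, sub-maximal agonist stimulus / Dosing: single dose, 3.0 µM nominal final compound concentration / Incubation: 6 min pre-incubation, 100 s read / Technique: Fluo-8 calcium dye fluorescence / Read-out: % activation vs EC15 and EC100 oxytocin / Benchmarks: EC15 oxytocin low, 75 nM oxytocin high / Replicates: singlicate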
M1 ag: activates human CHRM1 receptor; P11229; CHO-K1 hM1, Fluo-8 calcium fluorescence, agonist mode; 0% DMSO, 100% acetylcholine EC100; activation, % at 3 µM; 360,000 compounds, 0.33% hits;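 active = activation above the run's mean compound activation plus 3 SD, cut at about 16% in these data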;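 note: peak over basal fluorescence ratio within a 140 s kinetic read after compound addition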
CHRM4 antagonist: antagonists of human muscarinic M4 receptor (CHRM4) | 360,000 compounds, 0.73% hits | inhibition, % at 3 µM | P08173 | CHO-hM4 cells, ACh EC80, Fluo-8 calcium fluorescence;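 active = inhibition above its plate's cutoff, the mean inhibition of sample wells plus 3 SD, cut at about 27% in these data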;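 note: 0% = acetylcholine EC80 with DMSO and 100% = DMSO without agonist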
Target sequence (P08173 whole entry, looked up): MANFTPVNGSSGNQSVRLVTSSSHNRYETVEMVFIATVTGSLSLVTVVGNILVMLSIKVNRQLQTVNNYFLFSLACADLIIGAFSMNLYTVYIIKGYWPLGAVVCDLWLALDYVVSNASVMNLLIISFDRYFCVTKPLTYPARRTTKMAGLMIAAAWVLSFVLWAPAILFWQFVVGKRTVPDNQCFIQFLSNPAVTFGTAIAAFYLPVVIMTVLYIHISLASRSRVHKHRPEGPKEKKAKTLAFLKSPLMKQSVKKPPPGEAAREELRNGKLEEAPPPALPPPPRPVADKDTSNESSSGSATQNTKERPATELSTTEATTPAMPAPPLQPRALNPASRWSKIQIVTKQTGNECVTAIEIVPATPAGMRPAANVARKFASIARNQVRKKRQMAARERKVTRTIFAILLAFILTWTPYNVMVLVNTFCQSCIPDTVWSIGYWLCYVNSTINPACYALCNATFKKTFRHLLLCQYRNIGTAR
CHRM4 agonist: agonists of human muscarinic M4 receptor (CHRM4); CHO-K1 hM4/Gqi5, Fluo-8 calcium fluorescence; vehicle 0%, full acetylcholine response 100%; 360,000 compounds, 0.14% hits; activation, % at 3 µM; P08173;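 active = activation above the run mean over all test wells plus 3 SD, cut at about 32% in these data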;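 note: peak over basal fluorescence ratio per well then scaled between controls; 0% = DMSO wells and 100% = acetylcholine at EC100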
CHRM1 PAM: positive allosteric modulators of human M1 muscarinic receptor; CHO-K1 hM1, Fluo-8 calcium fluorescence, ACh EC20; 0% = ACh EC20, 100% = maximal ACh; activation, % at 3 µM; 360,000 compounds, 0.088% hits; in the data active = activation above about 19%, passing the limit was not always enough
CHO parental Ca: counter-screen for OX1R antagonists: effect in parental CHO cells; 330,000 compounds, 0.63% hits; inhibition, % at 5.6 µM; AID 463079; parental CHO-K1, ATP-induced calcium, Fluo-8 fluorescence;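 active = inhibition above that plate's mean sample inhibition plus 3 SD, cut at about 26% in these data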;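 note: 0% = ATP-challenged DMSO wells and 100% = DMSO wells without ATP; some compounds past the cut are filed as inactive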
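Material: parental CHO cells / Compound: single nominal dose of 5.6 µM per compound / Signal: Fluo-8 fluorescence / Replicates: singlicate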
* marks the source's active call; other numbers are inactive results; x = not tested or not shown.

SMILES	CHO-K1 Ca antag	M1 antag	M1 ag parental	OXTR potentiate	M1 ag	CHRM4 antagonist	CHRM4 agonist	CHRM1 PAM	CHO parental Ca
CCNC(=O)COC(=O)c1cc(-c2ccco2)nc2ccccc12	-9	15	1.2	-2	-2	7	2	-7	-4
CCOC(=O)c1sc(=S)n(-c2ccccc2)c1N	-5	5	-0.3	-13	-3	5	0	1	2
CC1=NN(c2ccccc2)C(=O)C1/C=C1\NC(=S)NC1=O (stereo not given)	-12	-2	1.4	-7	-2	3	2	5	-11
Cc1cc(Cl)ccc1NC(=S)NCCN1CCOCC1	6	16	-0.3	1	-2	0	0	-5	-4
COc1ccc(CN2CCc3c([nH]c4ccccc34)C2)cc1Br	-1	-5	0.8	-7	-11	-13	1	0	-18
CCNC(=S)NNc1nnc(-c2ccccc2)c(-c2ccccc2)n1	-3	-12	0.0	-9	-3	-3	0	11	-24
CC(C)(Cc1nc2ccccc2[nH]1)C(=O)O	-8	2	0.8	-5	-5	6	0	1	-6
Cc1csc(NC(=O)Cc2coc3cc(C)c(C(C)C)cc23)n1	0	-4	-0.2	-8	-6	-4	-2	0	-10
O=C(CSc1nc(C(F)(F)F)cc(=O)[nH]1)N1CCC(Cc2ccccc2)CC1	-8	1	0.9	-2	-2	-11	1	0	-16
O=C(Cc1ccc(-c2ccccc2)cc1)NNC(=S)NCc1ccco1	9	0	1.6	-9	-4	-9	8	-6	-13
Cc1cc(=O)oc2c(C)c(OCC(=O)N3CCN(c4cccc(Cl)c4)CC3)ccc12	-7	6	10	-13	-2	-5	12	-6	-4
Cc1cccc(NC(=O)/C(C#N)=C/c2cn(CC(=O)NCc3ccco3)c3ccccc23)c1	-4	-1	0.2	-3	-7	4	1	4	-14
COc1ccc(S(=O)(=O)N2CCN(c3cccc(C)c3C)CC2)cc1	3	10	0.1	-9	-4	-5	0	-6	22
Cc1noc(C)c1S(=O)(=O)N(C)C[C@H]1Oc2c(NS(=O)(=O)c3cn(C)cn3)cccc2C(=O)N([C@H](C)CO)C[C@@H]1C	-8	-12	0.8	5	-3	-13	2	6	-9
CCCCn1c(N)c(N(CCOC)C(=O)C(C)Oc2ccc(Cl)cc2)c(=O)[nH]c1=O (stereo not given)	-6	-4	1.5	-7	-2	-6	1	4	5
CCOC(=O)c1cnc2c(OC)cccc2c1N1CCN(c2ccccc2OC)CC1	-4	-9	2.5	-8	0	-7	6	1	-21
CCOC(=O)c1c(NC(=O)c2c(Br)cnn2C)c(C#N)nn1-c1ccccc1	-8	15	2.0	-3	-9	-4	8	-13	-22
CCOc1ccc(C(=O)COC(=O)c2cc(=O)[nH]c3ccccc23)cc1	-4	-12	-0.7	-8	-2	-1	2	8	-14
CCCN(CCC)CCCNC(=S)Nc1ccc2nc3n(c(=O)c2c1)CCCCC3	-12	-7	-0.3	-1	-9	-11	-1	-4	-18
CC1CC(=O)NN1C(=O)c1ccccc1 (stereo not given)	-11	-12	0.2	-4	-3	1	0	5	-6
C[C@@H]1CN([C@@H](C)CO)S(=O)(=O)c2ccc(Br)cc2O[C@@H]1CN(C)C(=O)c1ccc(F)cc1	-10	-6	0.0	x	-7	0	0	2	x
Cc1ccccc1CN1CCN(CC2CC2)CC1CCO (stereo not given)	0	-3	0.5	-2	-8	-1	1	1	-15
Cc1cc(S(=O)(=O)N2CCN=C2c2ccccc2)c(C)cc1Cl	-3	-12	0.1	-2	-3	10	1	6	-19
COc1cc(O)oc1C=Nc1ccc(C(F)(F)F)cc1	-8	-6	-0.3	-7	-1	-5	0	14	-4

Part of the list above in order of molar mass, highest first:
SMILES	CHO-K1 Ca antag	M1 antag	M1 ag parental	OXTR potentiate	M1 ag	CHRM4 antagonist	CHRM4 agonist	CHRM1 PAM	CHO parental Ca
Cc1noc(C)c1S(=O)(=O)N(C)C[C@H]1Oc2c(NS(=O)(=O)c3cn(C)cn3)cccc2C(=O)N([C@H](C)CO)C[C@@H]1C	-8	-12	0.8	5	-3	-13	2	6	-9
C[C@@H]1CN([C@@H](C)CO)S(=O)(=O)c2ccc(Br)cc2O[C@@H]1CN(C)C(=O)c1ccc(F)cc1	-10	-6	0.0	x	-7	0	0	2	x
CCCCn1c(N)c(N(CCOC)C(=O)C(C)Oc2ccc(Cl)cc2)c(=O)[nH]c1=O (stereo not given)	-6	-4	1.5	-7	-2	-6	1	4	5
CCCN(CCC)CCCNC(=S)Nc1ccc2nc3n(c(=O)c2c1)CCCCC3	-12	-7	-0.3	-1	-9	-11	-1	-4	-18
Cc1cc(=O)oc2c(C)c(OCC(=O)N3CCN(c4cccc(Cl)c4)CC3)ccc12	-7	6	10	-13	-2	-5	12	-6	-4
CCOC(=O)c1cnc2c(OC)cccc2c1N1CCN(c2ccccc2OC)CC1	-4	-9	2.5	-8	0	-7	6	1	-21
O=C(Cc1ccc(-c2ccccc2)cc1)NNC(=S)NCc1ccco1	9	0	1.6	-9	-4	-9	8	-6	-13
COc1ccc(S(=O)(=O)N2CCN(c3cccc(C)c3C)CC2)cc1	3	10	0.1	-9	-4	-5	0	-6	22
CCOc1ccc(C(=O)COC(=O)c2cc(=O)[nH]c3ccccc23)cc1	-4	-12	-0.7	-8	-2	-1	2	8	-14
Cc1cc(S(=O)(=O)N2CCN=C2c2ccccc2)c(C)cc1Cl	-3	-12	0.1	-2	-3	10	1	6	-19
Cc1ccccc1CN1CCN(CC2CC2)CC1CCO (stereo not given)	0	-3	0.5	-2	-8	-1	1	1	-15
COc1cc(O)oc1C=Nc1ccc(C(F)(F)F)cc1	-8	-6	-0.3	-7	-1	-5	0	14	-4

(cont.)
SMILES	CHO-K1 Ca antag	M1 antag	M1 ag parental	OXTR potentiate	M1 ag	CHRM4 antagonist	CHRM4 agonist	CHRM1 PAM	CHO parental Ca
COc1ccc(-c2[nH]c(-c3cc(OC)c4c(c3)OCO4)nc2-c2ccccc2)cc1	-7	-5	-0.7	-7	-8	-5	-2	-2	-10
CCC(c1nnnn1CC1CCCO1)N(CCCO)Cc1cc2cccc(C)c2[nH]c1=O (stereo not given)	-6	-9	0.1	-2	-5	-11	1	11	3
CCOC(=O)N1CCN(S(=O)(=O)c2cccc3cccnc23)CC1	-8	-3	1.5	-10	-3	7	3	2	-11
CN(C(=O)CCl)C1CCCc2ccccc21 (stereo not given)	4	8	0.4	x	-1	-12	3	-4	x
CCN(C(=O)c1ccco1)c1nnc(-c2ccc(OC)cc2)s1	-1	-15	0.4	-6	-3	2	0	9	-19
Cc1ccsc1C(=O)OCC(=O)Nc1cccc(S(=O)(=O)N2CCCCC2)c1	-9	-1	3.9	x	0	-3	7	-3	x
CC1CCCN(C(=O)CCc2nnc(-c3ccc4c(c3)OCO4)o2)C1 (stereo not given)	-8	-2	0.4	-9	-3	-6	1	5	-6
CCOC(=O)C(Cc1ccc(NC(=O)/C(=C/c2ccccc2)NC(=O)c2ccccc2)cc1)N1C(=O)c2ccccc2C1=O (stereo not given)	9	15	2.8	1	-1	2	5	-3	-4
O=C(NC1CCCC1)C(c1ccccn1)N(Cc1ccccc1F)C(=O)c1csnn1 (stereo not given)	-19	-17	1.0	7	-4	5	-1	10	-15
Cc1cc(Br)cc(Cl)c1OCC(=O)NC(=O)NCc1ccccc1	-6	-7	0.6	-6	-9	-2	0	9	-12
NC(=O)C1CCN(c2oc(-c3cccs3)nc2S(=O)(=O)c2ccc(Br)cc2)CC1	-3	-1	0.5	-1	-1	-5	0	5	-9
COc1ccc(OC)c(/C=C/C(=O)c2ccc3c(c2)OCO3)c1	-16	-12	0.3	4	-4	7	1	7	-15
COC(=O)C(CO)Nc1ncnc2onc(-c3ccc(F)cc3)c12 (stereo not given)	-3	-15	-0.3	-6	-4	6	-1	8	-1
CCOc1ccc(N2CC(C(=O)N3CCN(c4ccccn4)CC3)CC2=O)cc1 (stereo not given)	5	1	-0.7	-2	-4	-2	2	5	-26
O=C(N/C(=C/c1cccs1)C(=O)N1CCCCCC1)c1ccccc1	4	-9	-0.3	-1	0	2	2	9	-14
O=c1/c(=C/c2ccc(O)c([N+](=O)[O-])c2)sc2nc3ccccc3n12	-11	-2	0.4	x	-5	2	1	9	x
Cc1cc(C)n2nc(SCCOc3ccc(F)cc3)nc2n1	-11	-9	0.1	-4	-8	1	1	12	-13
Cn1nnc2cc(C(=O)N3CCN(c4ccccn4)CC3)ccc21	2	-21	0.1	-10	-6	0	2	21	0
CC(C)(Oc1ccc(Cl)cc1)C(=O)NC1=NN(c2ccccc2)C(=O)C1	5	7	-0.2	-4	-5	4	0	1	-14
O=C(O)COc1ccc(NC(=O)c2ccc(NC(=O)c3ccco3)cc2)cc1	1	10	-0.3	-8	-3	2	1	-2	-15
OC1CCN(c2cc(-c3ccccc3)nc3cc(-c4ccc(F)cc4)nn23)CC1	1	5	0.9	-12	-3	3	3	-5	-9
O=C(c1ccc2c(=O)n(C3CCCC3)c(=S)[nH]c2c1)N1CCN(C2CCCCC2)CC1	-4	4	7.2	1	-6	4	0	-3	-11
COc1ccc(NC(=O)C(NC(=O)c2ccccc2)C(C)C)cc1 (stereo not given)	2	-2	0.4	1	-5	17	0	2	0
Cc1ccc(C(C)C)c(OCCCCCN2CCOCC2)c1	-17	69*	1.3	-6	-12	22	1	-36	-21
NC1=NC[C@@H](Cc2ccc(O)cc2)N1CCc1cccc(F)c1	-16	-5	0.0	-4	-3	-4	1	5	-5
Cc1ccc(P(=O)(c2ccc(C)cc2)[C@@H](NC(c2ccccc2)c2ccccc2)c2ccccc2)cc1	-23	x	1.9	x	x	4	0	x	x
O=C(/C=C/c1cccc(C(F)(F)F)c1)NNC(=O)c1ccncc1	11	-16	0.2	x	-1	4	1	12	x
CC(=O)OC(C(=O)NC1CCCCC1)c1ccccc1 (stereo not given)	23	-3	-0.5	-4	-1	6	0	10	-11
Cc1ccnc(SC2CC(=O)N(c3ccc(Cl)cc3)C2=O)n1 (stereo not given)	3	-17	0.8	x	4	-13	2	22	x
O=[N+]([O-])c1cccc(CSc2cccc[n+]2[O-])c1	-12	-9	0.6	-7	-4	1	1	10	8
Cc1ccc(C)c(N2CCN(c3ncnc4c3cnn4-c3ccccc3)CC2)c1	12	-6	0.2	x	-3	-8	0	0	x
O=C(OCC(=O)c1c[nH]c2ccccc12)c1cccc(S(=O)(=O)N2CCCCCC2)c1	1	-4	1.1	-2	-5	12	10	3	-5

Source: PubChem
